Integrin act MD: integrin-mediated muscular dystrophy alleviation activation; alpha7betagal myoblasts, beta-gal FDG fluorescence, 48 h; Potency, µM (doses to about 38.3 µM), for inactives: at the top dose activation, hits mostly activators; 350,000 compounds, 0.064% hits;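 note: potency is the fitted concentration of half-maximal effect; 100% = response of the positive control SU9516; nearly all actives have a fitted effect of over 60% in size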
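alpha7betagal+/- myoblasts (passage 13, 250/well) treated 48 h at 37C with compounds at 1:260 dilution of DMSO stock. Lysed, then beta-galactosidase activity read as FDG fluorescence (ex 480/em 540) after 30 min, with pre-read for autofluorescence.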
ASM inhibitor: human S-ASM enzyme inhibition | P17405 | placental ASM, HMU-PC fluorogenic substrate, 60 min | Potency, µM (highest dose often 57.5 µM), without a hit: top-dose activity change, negative = inhibition, usual class: inhibitors | 340,000 compounds, 0.006% hits | AID 504937; note: potency is the fitted concentration of half-maximal effect
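HMU-PC0 cleavage (9 uM final) by human placental ASM, 60 min at 37 °C following 10 min compound exposure at RT; stopped at pH 10, fluorescence Ex 386/Em 447 nm.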
USP2a inh: inhibitors of human ubiquitin-specific protease USP2a; 330,000 compounds, 0.01% hits; Potency, µM (highest dose often 38.3 µM), inactives show at the top dose activity change, negative = inhibition, most hits filed as inhibitors; O75604; AID 463254; USP2 core, Ub-CHOP2 coupled fluorogenic reporter, 485/531;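 note: potency is the fitted concentration of half-maximal effect; plate controls were DMSO wells for no effect and full inhibition by NEM control for full effect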
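Cell-free coupled assay: 10nM USP2 core preincubated 30min RT with compound in Tris-HCl pH 8.0/CaCl2/CHAPS buffer, then 25nM Ub-CHOP2 and 25nM reporter substrate; fluorescence (Ex 485/Em 531) read after 60min RT, normalized to NEM inhibition, concentration-response curves fitted.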
ELG1 genotoxic: induces genotoxicity in HEK293T cells with luciferase-tagged ELG1 | HEK293T ELG1-luciferase reporter, luminescence, 16 h | Potency, µM (top dose mostly 46 µM), for inactives: at the highest dose activity change, positive = activation, hits mostly activators | 330,000 compounds, 1.3% hits | AID 504466; note: potency is the fitted concentration of half-maximal effect; % of control where 0% means no effect; nearly all actives have a fitted effect of over 60% in size
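Genotoxic stress is detected as increased luminescence from luciferase-tagged ELG1 in HEK293T cells, measured with ONE-Glo after a 16 hr treatment at 37 °C.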
TRPV1 ag: agonists of human vanilloid receptor 1 (TRPV1) | TRPV1-expressing cells, Fluo-8 calcium influx, agonist mode | 320,000 compounds, 0.19% hits | activation, % at 8.33 µM | Q8NER1; in the data active = activation above about 80%; inconclusive = between about 30% and that limit; note: 0% is about no effect
Target sequence (Q8NER1 whole entry, looked up): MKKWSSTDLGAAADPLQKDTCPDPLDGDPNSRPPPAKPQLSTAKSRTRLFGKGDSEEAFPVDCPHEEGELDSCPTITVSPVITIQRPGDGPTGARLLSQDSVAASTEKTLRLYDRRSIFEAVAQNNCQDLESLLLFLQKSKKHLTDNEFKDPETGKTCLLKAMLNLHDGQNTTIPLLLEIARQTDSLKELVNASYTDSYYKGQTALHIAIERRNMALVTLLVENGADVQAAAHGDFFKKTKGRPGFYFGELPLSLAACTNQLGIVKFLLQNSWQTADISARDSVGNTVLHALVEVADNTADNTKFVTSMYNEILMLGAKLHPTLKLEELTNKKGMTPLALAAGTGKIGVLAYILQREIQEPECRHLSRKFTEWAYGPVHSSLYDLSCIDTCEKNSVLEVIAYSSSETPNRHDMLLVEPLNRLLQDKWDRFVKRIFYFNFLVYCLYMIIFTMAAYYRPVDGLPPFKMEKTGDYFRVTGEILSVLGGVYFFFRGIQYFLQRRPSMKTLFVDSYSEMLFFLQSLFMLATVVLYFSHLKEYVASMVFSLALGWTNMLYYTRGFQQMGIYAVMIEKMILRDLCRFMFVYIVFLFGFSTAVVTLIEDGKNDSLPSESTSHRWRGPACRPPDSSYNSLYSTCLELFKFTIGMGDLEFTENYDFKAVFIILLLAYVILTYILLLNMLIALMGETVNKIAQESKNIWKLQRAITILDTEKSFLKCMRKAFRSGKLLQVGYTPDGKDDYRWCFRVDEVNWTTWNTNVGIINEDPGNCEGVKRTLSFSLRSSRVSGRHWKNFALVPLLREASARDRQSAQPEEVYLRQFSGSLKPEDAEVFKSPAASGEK
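TRPV1-expressing cells were cultured overnight at 35.5C and loaded with Fluo-8 calcium dye for 40 to 90 min at room temperature. After a 10 s baseline, compound was added and calcium influx was read kinetically for 3 min (ex 480/em 520 nm).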
B2AR arrestin: agonists driving beta-arrestin recruitment to human beta2-adrenergic receptor; P07550; beta-arrestin recruitment to beta2AR, cell-based reporter; Potency, µM (top dose mostly 46.1 µM), without a hit: at the top dose activation, usual class: activators; 330,000 compounds, 0.02% hits;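 note: potency is the fitted concentration of half-maximal effect; 0% = DMSO controls and full agonism = EC100 isoproterenol or metaproterenol; nearly all actives have a fitted effect of over 65% in size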
BRCA1 expr act: BRCA1 expression activation; MCF7-BRCA1-FFLuc reporter, luminescence, 48 h; response scale: scaled: vehicle 0%, 10 µM genistein 100%; 380,000 compounds, 1.1% hits; Potency, µM (highest dose often 46.1 µM), inactives show at the top dose activation, actives largely listed as activators; note: potency is the fitted concentration of half-maximal effect; nearly all actives have a fitted effect of over 80% in size; some results filed as inactive show a strong effect at the top dose
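Luminescence from a BRCA1-driven firefly luciferase in MCF7 cells was read after 48 h compound exposure at 37 C. Data normalized against DMSO and a 10microM genistein activation control, then curve-fitted across the titration.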
uPA surface inh: blocks generation of uPA at the cell surface. AID 540303. cell surface uPA generation assay, qHTS. 330,000 compounds, 0.31% hits. Potency, µM (highest dose often 38.3 µM), inactives show at the highest dose activity change, negative = inhibition, actives largely listed as inhibitors; active = well fitted inhibition curve with a large enough effect; inconclusive = small, poorly fitted or top-dose-only effect; inactive = no such curve, though single readings can be large or run the other way; tested in mouse RAW 264.7 cells; note: potency is the fitted concentration of half-maximal effect; % is set by controls: 0 for no effect and ±100 for the full control effect; nearly all actives have a fitted effect of over 55% in size
p53 reactivator: re-activators of mutant p53 | H1299 p53-A138V BP100-luciferase reporter, luminescence, 24 h | Potency, µM (doses to about 92.2 µM), for the others: top-dose activity change, positive = activation, hits mostly activators | 320,000 compounds, 0.063% hits | AID 504706; note: potency is the fitted concentration of half-maximal effect; % of control where 0% means no effect; nearly all actives have a fitted effect of over 45% in size
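H1299 (p53-null), stable ts p53-A138V + BP100-Luc; 1000 cells/well, Opti-MEM/10% FBS; cpd 4 pt, 1:5; 24 h, 37 deg C, 5% CO2; detection reagent 10 min RT; luminescence.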
TSG101-PTAP inh: blocks PTAP/TSG101 interaction to inhibit HIV-1 budding; Q99816; Potency, µM (series often up to 115 µM), for inactives: top-dose activity change, negative = inhibition, hits mostly inhibitors; Fluorescence polarization, FITC-PTAP peptide / Tsg101 binding; 340,000 tested, under 10 active; active = well fitted inhibition curve with a large enough effect in the main read-out, with a control signal flat, not every such curve was filed as active; inconclusive = small, poorly fitted or top-dose-only effect, or effect the other way, or a change in a side signal; inactive = no such curve, though single readings can be large or run the other way; note: potency is the fitted concentration of half-maximal effect; % of control where 0% means no effect
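FP read-out: FITC-PTAP peptide, 50 nM final, binding Tsg101 binding domain, 10 uM final; 20 min, r.t.; 10 mM HEPES pH 7.5, 0.15 M NaCl, 0.01% Tween 20, 3 mM EDTA, 0.1 mM TCEP.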
Eya2 inh: inhibitors of human Eya2 phosphatase activity; O00167; recombinant Eya2, OMFP fluorescence dephosphorylation (OMFP is methylfluorescein phosphate); Potency, µM (series often up to 76.9 µM), without a hit: at the top dose activity, negative = inhibition, hits mostly inhibitors; 330,000 compounds, 0.006% hits; AID 488837; note: potency is the fitted concentration of half-maximal effect; % is set by controls: 0 for no effect and ±100 for the full control effect
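Eya2 protein (added as 0.2 uM solution) was preincubated with compound for 10 min at ambient temperature in 50 mM HEPES pH 7.5, 50 mM NaCl, 5 uM MgCl2, 0.05% BSA, 1 mM DTT. OMFP (added at 50 uM) then reacted 10 min; fluorescence read at 485/525 nm.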
Numbers without * were called inactive; ? = inconclusive; nt = not tested or not shown; & = joins results of further samples; [ ] = remark or other dose. Unless noted, calls come from the whole dose curve; as a rule, active = well fitted curve in the direction sought with a large enough effect; inconclusive = small, poorly fitted or top-dose-only effect, or another doubt; inactive = no such curve, though single readings can be large; an effect the other way counts as inactive or inconclusive.

SMILES	Integrin act MD	ASM inhibitor	USP2a inh	ELG1 genotoxic	TRPV1 ag	B2AR arrestin	BRCA1 expr act	uPA surface inh	p53 reactivator	TSG101-PTAP inh	Eya2 inh
Nc1ncnc2c1ncn2[C@@H]1O[C@H](CNC(=O)[C@@H](N)CO)[C@@H](O)[C@H]1O	0%	3%	3%	7%	nt	-0.2%	-3%	7%	-6%	1%	8%
CCOC(=O)c1sc(NC(C)=O)nc1C	-5%	3%	0%	3%	0	0.1%	-43%	-10%	5%	1%	0%
O=S(=O)(Nc1nccs1)c1ccc(Br)cc1	2%	0%	-2%	1%	0	-0.2%	0%	3%	0%	-1%	18%
CN1C(=O)/C(=C\C(=O)c2cccs2)c2ccccc21	-68%[inhibitor]	-7%	7%	-13%	9	-0.3%	-12%	-4%	-10%	-7%	-2%
COc1ccc(NS(=O)(=O)c2cccc(C(=O)N3CCN(S(=O)(=O)c4ccccc4)CC3)c2)cc1	-19%	-1%	nt	nt	nt	nt	0%	1%	nt	-5%	nt
COC(=O)CCC(=O)N1CCCC(N2CCN(c3cccc(C(F)(F)F)c3)CC2)C1 (configuration not stated)	19%	5%	-1%	-8%	2	-0.5%	-21%	-2%	nt	-6%	-1%
O=C(NCCC1CCCCN1S(=O)(=O)c1ccccc1)C(=O)Nc1ccc(F)cc1 (configuration not stated)	3%	-2%	-1%	-2%	9	0.0%	-33%	-4%	15%	0%	3%
CCN(C(=O)CSc1nnnn1C)C1CCS(=O)(=O)C1 (configuration not stated)	-12%	2%	0%	-1%	1	-4.1%	-2%	-7%	5%	-3%	-27%
CCc1cc2c3c(c1)C(C)CC(C)(C)N3C(=O)/C2=C1\SC(=O)NC1=O (configuration not stated)	1%	-16%	0%	-1%	-5	0.1%	17%	-2%	-1%	-7%	6%
CC1=NN(C(N)=S)C(C)(C)C1	0%	3%	-1%	0%	nt	-1.0%	-9%	3%	-4%	0%	4%
CC(=O)N1CCN(S(=O)(=O)c2cccc(C(=O)N(C)Cc3ccc(C)o3)c2)CC1	-14%	-2%	-1%	2%	2	-0.3%	16%	-1%	-2%	0%	-9%
CCOC(=O)c1ccc(S(=O)(=O)NNC(=O)COc2cccc(C)c2)cc1	18%	2%	4%	2%	-1	-0.4%	3%	2%	-4%	-4%	-3%
C[C@@]12CCC=C[C@H]1[C@H](c1ccc(/C=C/c3ccccc3)cc1F)N(Cc1ccccc1)C2=O	4%	-3%	6%	-4%	3	-0.5%	-5%	-22%	4%	-2%	-7%
O=S(=O)(Nc1nc2ccccc2s1)c1cc(F)ccc1F	4%	-1%	2%	-6%	3	-0.1%	-33%	-2%	1%	-1%	5%
Cc1nn(CC(=O)O)c(C)c1N	9%	4%	-1%	-1%	8	0.3%	-13%	-1%	0%	-10%	-1%
Cc1ccc(S(=O)(=O)N2C(=O)CCC2C(=O)O/N=C(\N)c2ccc([N+](=O)[O-])cc2)cc1 (configuration not stated)	?	0%	-3%	0%	1	-0.5%	-2%	7%	9%	0%	3%
O=C1N=C(N2CCCCC2)S/C1=C\c1ccc(Br)cc1	50%	0%	1%	2%	87*	-0.1%	-29%	13%	-1%	0%	3%
O=C(COC(=O)CCC(=O)c1ccc(Cl)cc1)NC1CC1	17%	9%	-1%	1%	-1	-0.4%	8%	0%	-1%	1%	1%
Cc1ccc(OC(=O)CCC(=O)Nc2ccc(Br)cc2)cc1	3%	0%	1%	5%	1	0.9%	-2%	-1%	-10%	-1%	3%
Cn1ccc(C(=O)Nc2ccc(Br)cc2Br)n1	27%	nt	1%	4.6µM*	1	0.0%	2.2µM*	-5%	?	1%	-11%
COc1cc(/C=N/O)c(Br)cc1OCC(=O)Nc1ccccc1C	32%	0%	1%	0%	-7	-0.4%	5%	2%	-3%	-1%	-14%
COc1cc(/C=C/C(=O)Nc2ccc(OC)c(S(=O)(=O)N3CCOCC3)c2)ccc1OCC#N	14%	-14%	1%	-5%	nt	-0.5%	-29%	-3%	-11%	-3%	-8%
COc1ccccc1-c1nc(NC(C)=O)n[nH]1	2%	-1%	2%	-1%	-2	-0.3%	-57%	2%	0%	-2%	-3%
Cn1c(=O)c2c(nc(N3CCOCC3)n2C)n(C)c1=O	-26%	1%	-1%	-6%	-4	-1.0%	3%	9%	-1%	-3%	10%
CC(=O)Nc1ccc(CN2CCC(Oc3ccc(C(=O)N4CCCC4)cc3)CC2)cc1	0%	2%	3%	8%	-6	11%	-22%	10%	9%	-4%	8%
N#Cc1c(-c2ccco2)nc(NCC2CCCO2)[nH]c1=O (configuration not stated)	8%	4%	0%	3%	-3	-0.4%	0%	-1%	2%	-2%	13%
CCN(CC)c1ccc(NC(=O)Nc2cccc(C(C)=O)c2)cc1	0%	137%[activator]	nt	nt	?	nt	?	nt	nt	-3%	nt
O=c1cc(C(Cl)(Cl)Cl)oc2c1ccc1ccccc12	-71%[inhibitor]	-2%	1%	11%	1	-0.9%	-75%	-13%	23%	-4%	-1%
CCNc1nc(NC(C)C)nc(N(C#N)CCOc2ccccc2)n1	-61%[inhibitor]	-9%	-6%	-14%	1	0.0%	-17%	-7%	6%	-8%	-28%
NC(=O)N/N=C1\c2ccccc2-c2c(C(N)=O)cccc21	-18%	-16%	6%	-3%	-3	0.0%	42%	?	-2%	-5%	3%
Cc1ccccc1OCC(=O)Nc1ccc2c(c1)OCCO2	?	3%	-7%	?	?	-0.3%	31%	-1%	16%	5%	13%
Cc1ccc2c(c1)C(=O)CC(c1ccccc1)S2 (configuration not stated)	?	22%	nt	nt	nt	nt	?	-15%	nt	-3%	nt
O=C(Nc1cccnc1)c1noc2c1CCCC2	-27%	3%	0%	?	-2	0.0%	?	nt	28%	-7%	-1%
NC(=O)c1ccc(NC(=O)COC(=O)CCc2ccc(S(=O)(=O)N3CCCCC3)cc2)cc1	?	0%	4%	0%	1	-0.1%	1%	4%	0%	-1%	17%
O=C(O)C1CCCN(S(=O)(=O)c2cccc3cccnc23)C1 (configuration not stated)	-40%	0%	2%	-5%	0	0.0%	0%	-6%	2%	-3%	-18%
COC(=O)c1ccc2ccccc2c1OC1OC(CO)C(O)C(O)C1NC(C)=O (configuration not stated)	1%	8%	-1%	0%	0	-0.4%	-5%	8%	5%	0%	3%
O=C(COC(=O)CCCN1C(=O)c2ccccc2C1=O)Nc1cc(Cl)cc(Cl)c1	-1%	-10%	-1%	-1%	-1	-1.0%	2%	0%	2%	-3%	4%
N#CCC(=O)Nc1ccc(C(=O)OCC(=O)NCc2ccc3c(c2)OCO3)cc1	3%	-2%	?	-1%	-3	-1.4%	-4%	4%	1%	-2%	17%
CC1(C)COC(c2cc([N+](=O)[O-])ccc2Cl)=N1	-33%[inhibitor]	-2%	3%	-1%	2	0.0%	0%	-2%	4%	-5%	4%
COc1cccc2sc3cc(C#CC4(O)CCCCC4)ccc3c(=O)c12	-3%	85%[activator]	-11%	?	nt	-1.6%	?	?	?	-9%	-13%
CC1CCC(C(C)C)C(OC(=O)Cn2c(-c3ccc(Br)cc3)[n+](C)c3ccccc32)C1 (configuration not stated)	-68%&-70%[inhibitor]	-10%&-14%	0%&1%	-15%&-19%	5&-1	0.0%&-0.2%	-65%&-86%	-11%	-10%&-9%	-2%&-8%	-6%&-7%
O=C(COC(=O)C12CC3CC(CC(C3)C1)C2)Nc1ncc(Cl)cc1Cl	-8%[7.66 µM]	-5%	1%	0%	22	0.0%	5%	nt	-4%	-9%	-3%
CCC(C)N1CCN(S(=O)(=O)c2ccc(NC(C)=O)cc2)CC1 (configuration not stated)	-12%	10%	14%	0%	2	-0.8%	0%	-4%	-2%	-5%	11%
COc1cccc(C(=O)Nc2cc(C(=O)NCc3ccc(C)cc3)ccc2N2CCC3(CC2)CC(c2ccccc2)=NO3)c1	9%	3%	-3%	-2%	-2	-0.4%	-4%	-2%	15%	-6%	1%
Cc1cc2c(cc1S(=O)(=O)N1CCCC1)n(C)c(=O)c(=O)n2C	0%	5%	0%	1%	0	-0.3%	-3%	9%	nt	-1%	3%
CC(=O)Oc1ccc(C)cc1N1C(=O)c2ccc(C(=O)O)cc2C1=O	-1%	6%	-2%	-8%	1	0.0%	-16%	3%	-6%	-4%	12%[15.4 µM]
C#CCN1C(=O)C(O)(CC(=O)c2ccc3c(c2)OCCO3)c2ccccc21 (configuration not stated)	-34%	0%	0%	8%	-1	-1.2%	2%	-5%	0%	-1%	19%
O=C(COC(=O)c1cncc(Br)c1)Nc1nnc(-c2ccccc2)o1	11%	1%	nt	nt	nt	nt	-2%	1%	nt	-10%	nt

Compound activity: PubChem BioAssay, National Center for Advancing Translational Sciences (NCATS)
